Peg3 imprint = inducers of genomic imprint erasure in mouse ES cells. mouse ES Peg3-LacZ reporter, beta-gal luminescence, 40 h. Potency, µM (titrated, usually from 60.7 µM), inactives show at the top dose activity change, positive = activation, actives largely listed as activators. 0.02% of 110,000 active. AID 1948;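 further: 0% = negative control wells on the plate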
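Each well holds 300 Peg3LacZ-Neo (maternal) female ES cells incubated 40 h at 37C, 5% CO2. LacZ is measured by BetaGlo luminescence, with AC50 and maximum efficacy derived from dose-response curves.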
p53ts 32C kill = kills p53ts cells at the permissive temperature; H1299-p53A138V at 32C, ATP luminescence viability, 24 h; Potency, µM (titrated, usually from 46.1 µM), without a hit: top-dose activity change, negative = cytotoxicity, actives largely listed as cytotoxic; 0.93% of 130,000 active;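 further: 0% = DMSO and -100% = full killing by reference compound; nearly all actives have a fitted effect of over 55% in size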
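Cells: H1299 p53ts (A138V), 600/well, pre-incubated 16–30 h at 37C. Cpd up to 46 uM, 24 h, 32C. Readout: ATPlite luminescence, 20 min RT. Normalization: DMSO vs tamoxifen 100 uM. AC50 by Hill equation.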
p53ts 39C kill = p53ts cell cytotoxicity, nonpermissive temperature. H1299-p53A138V viability at 39C, ATP luminescence, 24 h. Potency, µM (highest dose often 46.1 µM), without a hit: at the top dose activity change, negative = cell killing, most hits filed as cytotoxic. 1.5% of 130,000 active. AID 902; further: nearly all actives have a fitted effect of over 55% in size
IkB signaling = suppresses IkB signaling in ABC-DLBCL reporter cells; 0.04% of 110,000 active; ABC-DLBCL IkBa-CBG/CBR dual luciferase ratio, 4 h; response scale: scaled: untreated 0%, proteasome inhibitor 100%; Potency, µM (doses to about 57.1 µM), for the others: top-dose IkBa stabilization activation; active means well fitted curve in the direction sought with a large enough effect in the signal ratio, not every such curve was filed as active; inconclusive means small, poorly fitted or top-dose-only effect, or a change in a side signal; the % refers to the signal ratio;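 further: the direction sought is a rising ratio; 0% = basal untreated cells and 100% = reference inhibitor full response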
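Luminescence ratio of IκBα-fused green versus native red beetle luciferase in OCI-Ly3 cells, 4 h post-doxycycline with compound; red signal alone, scaled from basal (0%) to zero light (-100%), flagged nonspecific or cytotoxic effects.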
* = called active by the depositor; ? = inconclusive; / = no result given; [ ] = another dose, or the depositor's remark. Unless noted, the call rests on the fitted dose curve; in most records, active means well fitted curve in the direction sought with a large enough effect; inconclusive means small, poorly fitted or top-dose-only effect, or another doubt; inactive means no such curve, though single readings can be large; an effect the other way counts as inactive or inconclusive. Unless noted, on the % scale 0 is the no-effect control and ±100 the full control effect; potency means the concentration at half of the fitted maximal effect. Random draw from the library. Share with any hit: about 1.7%.

SMILES | Peg3 imprint | p53ts 32C kill | p53ts 39C kill | IkB signaling
O=C(c1cc2cc(Cl)ccc2oc1=O)N1CCCC1 | -2.1% | -1.6% | 7.0% | -0.5%
FC(F)(F)c1ccc(C2[C@H]3CN(Cc4ccc(-c5ccccc5)cc4)[C@H](c4ccccc4)C34CC2(c2cccnc2)C4)cc1 (stereo partly specified) | -12.5% | -6.5% | -2.7% | /
CC(=O)NC(CCS(C)(=O)=O)C(=O)Nc1c(F)cccc1F (stereo unspecified) | -0.7% | -4.5% | 3.1% | -0.3%
COCCCn1c(SCc2cccc(Cl)c2)nc2c(sc3ccccc32)c1=O | -5.1%[10.9 µM] | 10.5% | 10.7% | -4.8%
COc1cc2[nH]c(=O)n(CCCC(=O)N3CC=C(c4ccccc4)CC3)c(=O)c2cc1OC | -7.0% | -7.3% | 10.5% | -0.5%
NC(=O)c1c(NC(=O)CSc2nnc(Cc3ccccc3)n2Cc2ccco2)sc2c1CCC2 | -11.2% | 18.2% | -3.9% | ?
Cc1nn2c(C)c(C(=O)NCCc3ccccc3)cnc2c1-c1ccccc1 | -1.5%[10.9 µM] | -11.8% | -14.7% | 3.8%
Cc1cc(C(=O)OCC(=O)N2c3ccccc3CC2C)c(C)o1 (stereo unspecified) | -19.1% | -3.5% | -4.7% | 3.2%
COc1cccc(-c2nc(S(=O)(=O)c3ccccc3)c(N3CCC(C)CC3)o2)c1 | -14.2%[10.9 µM] | 7.1% | 5.1% | ?
O=C1Nc2ccccc2C(O)(C(=O)NCc2ccco2)N1c1ccc(Cl)c(Cl)c1 (stereo unspecified) | -19.1% | -13.8% | -10.4% | ?
Cc1ccc(C(=O)N2CCc3cc(CNS(=O)(=O)c4ccc(Cl)s4)ccc32)cc1 | -9.9%[10.9 µM] | 18.4% | -7.9% | ?
Cc1ccc(C)c(NC(=O)CN(C)S(=O)(=O)c2ccc3c(c2)CCC(=O)N3)c1 | -9.3%[10.9 µM] | 6.3% | -10.7% | -0.6%
CCOc1ccc(CN2C(=O)c3ccccc3C2C(=O)NCc2cccnc2)cc1 (stereo unspecified) | -5.6% | 5.6% | -7.3% | 0.2%
CCCc1c(C)c2ccccc2[nH]c1=O | -9.7% | 7.1% | 0.4% | 0.2%
Cc1ccc(C)c(CN2C(=O)c3ccccc3S(=O)c3ccc(C(=O)N4CCOCC4)cc32)c1 (stereo unspecified) | 9.2%[10.9 µM] | 10.9% | -10.7% | 0.2%
COc1ccc2c(c1)CCCC21NC(=O)NC1=O (stereo unspecified) | -6.9% | -1.8% | 1.0% | 2.2%
Cc1ccc(-n2c(SCc3ccccc3)nc3c([nH]c4ccccc43)c2=O)cc1 | -9.5%[10.9 µM] | -1.4% | -13.8% | -2.1%
COc1ccc(C(=O)Nn2c(C)ccc2C)cc1OC | 2.9% | 2.3% | 0.4% | 1.9%
Cc1ccc(C(C)NC(=O)c2c(C)noc2C)cc1C (stereo unspecified) | -19.1% | 11.9% | 5.9% | 0.8%
CCOc1ccc(N(CC(=O)NCc2ccccc2)S(=O)(=O)c2c(C)noc2C)cc1 | -10.7% | 6.3% | -5.9% | 4.0%
COc1ccc(-c2noc(CCC(=O)Nc3cccnc3)n2)cc1OC | -22.2% | -3.6% | -5.6% | 2.3%
CCCCOc1ccc(CNC(=O)Cc2ccc(NC(=O)N3CCSc4ncccc43)cc2)cc1 | 2.3%[10.9 µM] | -9.1% | -27.4% | -2.3%
Cc1ccc(-n2ncc3c(=O)n(CC#N)cnc32)cc1 | -13.0% | -0.9% | -11.8% | -0.9%
CN(C)CCNc1ccccn1 | -4.4%[10.9 µM] | 0.8%[9.22 µM] | -5.9%[9.22 µM] | -0.8%[11.4 µM]
O=C(c1ccncc1)N1CCC2(CCCN(c3ncccn3)C2)CC1 | / | 4.5% | 0.1% | 1.4%[11.4 µM]

Remaining list, next part
SMILES | Peg3 imprint | p53ts 32C kill | p53ts 39C kill | IkB signaling
CCn1c2ccccc2c2cc(C3C(C#N)=C(N)Oc4n[nH]c(COC)c43)ccc21 (stereo unspecified) | -19.4% | -22.6% | 28.0% | ?
O=C(NC1CCCCC1)C(c1ccco1)N(CCc1ccccc1)C(=O)C(F)(F)F (stereo unspecified) | / | -5.6% | -15.2% | /
COc1ccc(CCNC(=O)C2CCCCC2C(=O)O)cc1OC (stereo unspecified) | -6.7% | 2.7% | -3.2% | -0.5%
CCOC(=O)CCN1C(=O)[C@H]2[C@H]3[C@H](O)[C@H](O)C/C(=N/NC(=O)OCc4ccccc4)[C@@H]3CC[C@@H]2C1=O | / | 2.6%[9.22 µM] | -1.1%[9.22 µM] | /
C=CCn1c(=O)c2ccccc2n2c(SCc3csc(-c4ccccc4)n3)nnc12 | -4.4% | -4.1% | -5.9% | -0.7%
COc1ccc2c(c1)C=C(C(=O)NCc1cc(Br)ccc1OC)CO2 | 2.8%[10.9 µM] | -0.2% | -16.1% | 2.5%
Cc1cc(C)cc(NC(=O)Nc2cccs2)c1 | 26.5%[10.9 µM] | -21.3% | ? | -1.3%
C[N+](C)(C)CC/C=C1/c2ccccc2CSc2ccccc21 | / | -9.4% | -1.1% | /
c1ccc(-c2nnc(-c3ccco3)o2)cc1 | -69.0%[inhibitor] | -12.5% | -15.6% | 0.2%
COc1ccc(Cn2c(=O)[nH]c3cc(C(=O)NCCCN4CCCC4=O)ccc3c2=O)cc1 | -9.2% | 3.1% | 1.2% | 1.2%
COc1ccc(CNC(=O)C2CCN(S(=O)(=O)N3CCOCC3)CC2)cc1 | -11.2% | -3.2% | -0.7% | -0.1%
CCOC(=O)N1CCC(NC(=O)c2cnn(-c3cccc(Cl)c3C)c2C2CCN(C(=O)OC(C)(C)C)CC2)CC1 | 6.8%[10.9 µM] | 7.2% | 16.1% | ?
Cc1ccc2oc(C(=O)Nc3sc4c(c3C(=O)NCc3ccco3)CCC4)cc(=O)c2c1 | -12.6%[10.9 µM] | 1.0% | 3.8% | 1.0%
COc1ccc(Cn2c(C(=O)O)c(CNCc3ccco3)c3ccc(OC)cc32)cc1 | -5.0%[10.9 µM] | -0.6% | -5.9% | 1.2%
O=c1c(-c2ccccc2)nc2cnc(Oc3cccc(Cl)c3)nc2n1C[C@H]1CCCO1 | -11.3% | 6.5% | -11.5% | 3.4%[11.4 µM]
COc1ccc2[nH]c(=O)c(CN(Cc3ccccc3)Cc3nnnn3CC3CCCO3)cc2c1 (stereo unspecified) | -5.4% | -28.4% | ? | ?
O=C(C1CCC1)N1CCc2cc(S(=O)(=O)N3CCCCC3)ccc21 | -8.0% | 7.1% | -8.8% | 1.0%
C=CCn1c(Cc2csc(N)n2)nnc1SCC(=O)Nc1ccc(C(=O)OCC)cc1 | -8.4% | -7.1% | 19.1% | 0.0%
Cc1ccc(-n2nnnc2SCC(=O)Nc2c(C)n(C)n(-c3ccccc3)c2=O)cc1 | -7.3% | 1.5% | 1.3% | 1.6%
COc1cc2c(cc1OC)CN(C(=O)c1cc3ccccc3oc1=O)CC2 | -21.3% | 24.2% | 2.6% | -0.4%
Cc1cc2oc(=O)cc(CN3CCCc4ccccc43)c2cc1C | -19.4% | -2.6% | -9.7% | 1.2%
O=S(=O)(Nc1cccc(-c2ccc(N3CCCCCC3)nn2)c1)c1cccc(F)c1 | -9.9%[10.9 µM] | ? | -55.9% | -1.3%
CC(=O)N[C@H](CS)C(=O)O | -15.5% | -3.2% | -4.6% | -4.7%
COc1ccc(C2C(=O)N(C3CCCCC3)CC(=O)N2CCc2ccc(OC)c(OC)c2)cc1 (stereo unspecified) | -9.1%[10.9 µM] | -3.4% | -16.5% | 1.1%
Cc1cccc(NC(=O)CSc2nc(-c3ccccc3)cc(=O)[nH]2)c1C | 9.1%[10.9 µM] | 18.1% | 11.2% | 0.0%

The listing continues:
SMILES | Peg3 imprint | p53ts 32C kill | p53ts 39C kill | IkB signaling
Cc1ccc(C)c2[nH]c(=O)c(CN(CCN3CCCC3)C(=O)Nc3cccc(Cl)c3)cc12 | -26.3% | -19.1% | ? | ?
CCCCN1C(=O)CN(C2CCCCCC2)C(=O)C1c1ccc(OC(C)C)c(OC)c1 (stereo unspecified) | -14.3%[10.9 µM] | 3.6% | -14.0% | 0.6%
CCn1c(SCC(=O)Nc2cccc(C(C)=O)c2)nnc1C(C)C | -9.7% | -3.2% | 2.4% | -1.1%
O=C(c1ccncc1)N1CCC2(CC1)CCN(c1cccc(-c3ccccc3)c1)CC2 | / | -9.3% | -12.0% | 11.8%[11.4 µM]
CCOC(=O)N1CCC(NCCNC(=O)c2cccs2)CC1 | -6.7% | 2.4% | 14.2% | -0.5%
Cn1c(=O)oc2cc(S(=O)(=O)CCC(=O)NCc3ccc(Cl)cc3)ccc21 | 1.3%[10.9 µM] | -5.8% | 16.3% | ?
CCOc1cc(-c2nnc(SCC(=O)NC3CCCCC3)nc2-c2ccc(OC)c(OCC)c2)ccc1OC | -6.7%[10.9 µM] | 2.0% | -12.4% | 1.7%
COc1ccc(OCC(=O)Nc2ccc3c(c2)nc(CCNC(=O)c2ccco2)n3C)cc1 | 10.7%[10.9 µM] | 0.6% | 8.1% | 1.7%
C=CCc1cccc2cc(-c3nc4ccc(C(=O)O)cc4[nH]3)c(=O)oc12 | -63.2%[inhibitor][10.9 µM] | ? | ? | ?
CCCn1c(O)c(CN2CCCC(C)C2)c(C)c(C#N)c1=O (stereo unspecified) | -4.5% | 6.5% | -7.4% | 1.4%
COc1ccc(C2C3=C(CCCC3=O)Nc3nc(SCc4ccc(C(=O)O)cc4)nn32)cc1OC (stereo unspecified) | -5.3% | 0.8% | 12.0% | 2.0%
O=C(Nc1nnc(-c2ccco2)s1)c1ccccc1 | -68.7%[inhibitor] | ? | ? | ?
CCOC(=O)c1c(NC(=O)CSc2nnc(-c3cccnc3)o2)sc2c1CCC2 | / | 2.8% | 12.2% | /
O=C(NCCN1CCN(c2ccccc2)CC1)C1(S(=O)(=O)c2ccc(Cl)cc2)CC1 | -18.2% | 3.6% | -1.4% | -1.2%
CC(=O)N1c2c(cc(Br)cc2S(=O)(=O)Nc2ccc(OC(F)(F)F)cc2)CC1C (stereo unspecified) | -16.8%[10.9 µM] | 16.1% | 12.5% | 10.6%
Cc1ccc(NC(=O)C2CCCN2S(=O)(=O)c2ccc3c(c2)CCC(=O)N3)cc1Cl (stereo unspecified) | -25.3% | 3.1% | -1.9% | ?
CCOc1cc(C(=O)N2CCC(c3ccncc3)CC2)cc(OCC)c1OCC | ? | 15.0% | -9.8% | -0.9%
COc1ccc(CN2CCCN(CC(=O)Nc3ccc(Br)cc3F)S2(=O)=O)cc1 | -7.0%[10.9 µM] | -10.5% | -27.6% | ?
Cc1[nH]nc2c1C(c1ccoc1)C(C#N)=C(N)O2 (stereo unspecified) | 0.1% | 1.2% | -12.2% | 1.5%
Cc1ccc(-c2nnn(CC(=O)Nc3ccccc3N3CCOCC3)n2)cc1 | -10.1% | -4.3% | -17.0% | 8.5%
CS(=O)(=O)N1CCc2cc(C(=O)N3CCN(c4ccc(F)cc4)CC3)ccc21 | -15.6%[10.9 µM] | 0.7% | 3.3% | ?
Cc1cc(NC(=O)CCC(=O)N(Cc2ccco2)C(C(=O)NC2CCCC2)c2ccccc2C)no1 (stereo unspecified) | / | 8.9% | -6.5% | /
O=S(=O)(c1ccc2nc(Nc3ccc(Br)cc3F)ccc2c1)N1CCCC1 | -6.5%[10.9 µM] | 2.1% | -22.8% | -0.7%

Shown with tabs: entries from further up
compound	Peg3 imprint	p53ts 32C kill	p53ts 39C kill	IkB signaling
O=C(c1ccncc1)N1CCC2(CCCN(c3ncccn3)C2)CC1	/	4.5%	0.1%	1.4%[11.4 µM]
CCn1c2ccccc2c2cc(C3C(C#N)=C(N)Oc4n[nH]c(COC)c43)ccc21 (stereo unspecified)	-19.4%	-22.6%	28.0%	?
O=C(NC1CCCCC1)C(c1ccco1)N(CCc1ccccc1)C(=O)C(F)(F)F (stereo unspecified)	/	-5.6%	-15.2%	/
COc1ccc(CCNC(=O)C2CCCCC2C(=O)O)cc1OC (stereo unspecified)	-6.7%	2.7%	-3.2%	-0.5%
CCOC(=O)CCN1C(=O)[C@H]2[C@H]3[C@H](O)[C@H](O)C/C(=N/NC(=O)OCc4ccccc4)[C@@H]3CC[C@@H]2C1=O	/	2.6%[9.22 µM]	-1.1%[9.22 µM]	/
C=CCn1c(=O)c2ccccc2n2c(SCc3csc(-c4ccccc4)n3)nnc12	-4.4%	-4.1%	-5.9%	-0.7%
